ERa SRC1 pot: enhancers of ERα–SRC-1 coactivator binding, primary screen, biochemical, TR-FRET, ERα LBD, low estradiol. Estrogen receptor (Homo sapiens), P03372. TR-FRET ERalpha-LBD/SRC-Cy5 coactivator binding, 2 h; 100 = basal binding, no effect. coactivator binding (% of control), % at 25.6 µM. hit rate 1.3% among 86,000. AID 639, 2007; in the data active = activity above about 200%;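 note: binding measured in presence of low estradiol as agonist stimulus; 0% = peptide alone without receptor and 100% = receptor with peptide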
CYP2C19 activ: human CYP2C19 activators, primary screen, biochemical, luminescence. Cytochrome P450 2C19 (Homo sapiens), P33261. recombinant CYP2C19, luciferin-H EGE luminescence; active compounds read high; 0 = fully inhibited enzyme, 1 = untreated enzyme. activation factor at 5 µM. 96,000 tested, under 10 active;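 active = activation factor of at least 2 at 5 µM in the primary screen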;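 note: 0 = wells with 2.5 mM tranylcypromine and 1 = vehicle-only wells; values of inactives mirror those of a sister screen read the other way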
Target sequence (P33261 whole entry, looked up): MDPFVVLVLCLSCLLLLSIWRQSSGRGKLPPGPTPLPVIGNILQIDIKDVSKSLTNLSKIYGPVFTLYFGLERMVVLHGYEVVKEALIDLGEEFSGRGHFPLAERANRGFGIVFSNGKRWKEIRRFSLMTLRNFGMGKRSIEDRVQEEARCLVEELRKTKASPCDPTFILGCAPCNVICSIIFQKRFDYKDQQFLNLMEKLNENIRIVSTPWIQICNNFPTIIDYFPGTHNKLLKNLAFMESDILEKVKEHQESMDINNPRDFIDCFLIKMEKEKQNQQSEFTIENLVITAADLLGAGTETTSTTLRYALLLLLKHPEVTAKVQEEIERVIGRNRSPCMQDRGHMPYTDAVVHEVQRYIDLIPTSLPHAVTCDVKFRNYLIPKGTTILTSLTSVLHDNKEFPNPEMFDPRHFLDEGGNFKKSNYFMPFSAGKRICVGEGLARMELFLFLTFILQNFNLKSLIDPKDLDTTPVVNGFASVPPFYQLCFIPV
Mac1 fbg inh: inhibitors of CD11b/CD18 adhesion to fibrinogen, primary screen, K562 cells, luminescence; ATPlite luminescence; Mn2+ added to activate the integrin; inhibition, % at 10 µM; hit rate 0.54% among 93,000; AID 1497, 2009;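 active = primary inhibition of 50% or more at 10 µM, then 40% or more on retest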; note: some results filed as inactive read as strong as hits
H69AR growth 86K: proliferation blockers of H69AR lung cancer cells, primary screen, cell-based, human, 86K library | H69AR lung tumor viability, ATP luminescence, 72 h; active compounds read low | viability, % at 10 µM | hit rate 6% among 85,000 | AID 598, 2007;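 active = viability at or below 40%; inactive = viability above 40%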;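 note: multidrug resistant small cell line overexpressing MRP-1 efflux transporter; 100% = mean luminescence of untreated control wells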
CYP2C19 inhib: blockers of cytochrome P450 2C19 activity – biochemical, luminescence, ADME assay, primary screen; AID 778, 2007; inhibition, % at 5 µM; CYP2C19 Supersomes, luciferin-H EGE luminescence, 30 min; hit rate 21% among 96,000; P33261;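 active = CYP2C19 inhibition above a set limit at 5 µM in the primary screen, cut at about 50% in these data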;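 note: plate controls were negative control wells for no effect and 2.5 mM tranylcypromine positive control for full effect; values of inactives mirror those of a sister screen read the other way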
HUVEC inhibit: inhibitors of HUVEC proliferation, primary screen, cell-based, 384-well; CellTiter-Glo luminescence, 72 h; active compounds read low; viability, % at 10 µM (by protocol); hit rate 1.1% among 86,000;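 active = viability at or below 30%; inactive = viability above 30%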;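 note: 100% = median luminescence of DMSO-only cell control wells on each plate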
CD11b adhes enh: enhancers of CD11b/CD18 adhesion to fibrinogen, primary screen, K562 cells, luminescence | Integrin beta-2 (Homo sapiens) + Integrin alpha-M (Homo sapiens), P05107+P11215 | ATPlite luminescence | activation, % at 10 µM | hit rate 0.07% among 93,000;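 active = 10 µM primary screen giving 50% or more activity, confirmed by 40% or more on retest at that dose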; note: strong numbers were not always called active
Fibroblast inh: antiproliferative effect on LL 47 fibroblasts – human, LL 47 cells, CellTiter-Glo luminescence, primary screen | hit rate 1.1% among 85,000 | LL 47 human lung fibroblast viability, ATP luminescence; active compounds read low | viability, % at 10 µM | AID 719, 2007;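 active = viability at or below 50% in the single dose screen; inactive = viability above 50%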;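 note: compound exposure lasted 72 h before the ATP readout; 100% = median luminescence of untreated cell-only wells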
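Signal: luminescent ATP detection, CellTiter-Glo; assay system: LL 47 human lung fibroblasts; input: 1,150 cells/well; incubation: overnight cell rest, 72 h compound treatment at 37 °C; measure: % viability versus median cells-only luminescence; medium: IMEM growth medium with 15% fetal bovine serum; dosing: compound addition at 0.1% DMSO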
ERa coact inh: ERα–SRC-1 coactivator interaction inhibitors, primary screen, biochemical, TR-FRET, ERα LBD, estradiol-bound | inhibition, % at 25.6 µM | AID 629, 2007 | hit rate 1.7% among 86,000 | Estrogen receptor (Homo sapiens), P03372 | TR-FRET ER-alpha LBD / SRC-1 peptide; in the data active = inhibition above about 50%;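 note: 0% = receptor plus peptide control and 100% = peptide only without receptor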
Active calls of the source: *; x = not tested or not shown; [ ] = dose if it differs, or a comment. The order is random; 26% or so of the library scored in one or more.

Start of the data: the first two records as a preview:
Each structure is followed by: CYP2C19 inhib, ERa coact inh, Fibroblast inh, H69AR growth 86K, CYP2C19 activ, Mac1 fbg inh, ERa SRC1 pot, CD11b adhes enh, HUVEC inhibit
CCCc1[nH]nc2c1C1(CCOC1C)C(C#N)=C(N)O2 (stereo not drawn)
    20, -5, 97, 99, 0.8, 0, 112, 1, 90
CC1C(=O)CC(c2ccccc2)NC1c1ccccc1 (stereo not drawn)
    82*, -9, 96, 88, 0.2, -45, 109, -1, 102

This part in full, repeating the preview:
Each structure is followed by: CYP2C19 inhib, ERa coact inh, Fibroblast inh, H69AR growth 86K, CYP2C19 activ, Mac1 fbg inh, ERa SRC1 pot, CD11b adhes enh, HUVEC inhibit
CCCc1[nH]nc2c1C1(CCOC1C)C(C#N)=C(N)O2 (stereo not drawn)
    20, -5, 97, 99, 0.8, 0, 112, 1, 90
CC1C(=O)CC(c2ccccc2)NC1c1ccccc1 (stereo not drawn)
    82*, -9, 96, 88, 0.2, -45, 109, -1, 102
CC(C)(C)n1nnnc1C(c1cccc(C#N)c1)N1CCN2CCCC2C1 (stereo not drawn)
    -13, 7[fluorescence artefact?], 99, 91, 1.1, 0, 94, 2, 83
COc1ccc(N(CC(=O)NC2CCCCC2)S(=O)(=O)c2c(C)[nH]c(=O)[nH]c2=O)cc1
    11, -5, 108, 95, 0.9, -7, 88, -7, 97
Cn1c(SCC(=O)Nc2ccccc2-c2ccccc2)nnc1-c1ccco1
    60*, -9, 96, 107, 0.4, -13, 107, -1, 97
COc1ccc(CNC(=O)CCS(=O)(=O)c2cccc3nonc23)cc1
    74*, -18, 98, 94, 0.3, -3, 133, -1, 98
CC(C)CCNC(=O)COc1ccc2c(c1)C(=O)CC(C)(C)O2
    74*, -2, 112, 98, 0.3, -3, 107, 0, 106
Brc1ccc(C2Nc3cccc4cccc(c34)N2)o1
    71*, 8, 92, 94, 0.3, -8, 83[fluorescence artefact?], -1, 74
O=C1NC2C(NC(=O)N2C2CCCCC2)N1C1CCCCC1 (stereo not drawn)
    -9, 7, 101, 100, 1.1, -12, 114, 12, 98
COC(=O)C1=C(C)NC2=C(C(=O)CC(c3cccs3)C2)C1c1ccsc1 (stereo not drawn)
    47, 2, 69, 24*, 0.5, 2, 106, 2, 71
CC(=O)c1ccc(S(=O)c2ccccc2)cc1 (stereo not drawn)
    43, x, x, x, 0.6, 13, x, -2, x
O=C(Nc1ccccc1)c1ccc2c(c1)OCCO2
    19, 3, 102, 87, 0.8, 16, 101, 0, 99
CCOc1ccc(C2=Nn3c(nnc3-c3ccccc3)SC2)cc1Cl
    48, 23, 93, 45, 0.5, 27, 108, -6, 70
CC(C)CCNc1nc2c(c(=O)n(Cc3cccc(F)c3)c(=O)n2C)n1C
    88*, -22, 75, 91, 0.1, 48, 119, 2, 77
CCOc1ccc(OCC)c(NS(=O)(=O)c2ccc3c(c2)CCN3C(=O)C2CCC2)c1
    33, 2[fluorescence artefact?], 92, 79, 0.7, -2, 107, 1, 90
COCCOC(=O)c1c(C)oc2ccc(OC(=O)c3c(OC)cccc3OC)cc12
    93*, -2, 106, x, 0.1, 17, 126, 6, 75
CCN1C(=S)SC(=O)C1=C1C=C(C)OC(C)=C1
    10, -9[fluorescence artefact?], 91, 79, 0.9, -26, 127, -3, 89
Cc1csc(SCCn2c(Br)nc3c2c(=O)[nH]c(=O)n3C)n1
    x, -2, 108, 84, x, x, 75, x, 98
CCN1CCN(C(=O)c2cc3c(s2)-c2ccccc2S(=O)(=O)C3)CC1
    -3, -1, 97, 92, 1, 4, 101, -2, 87
Cc1nn(C(=O)CCCC(=O)n2nc(C)c(Cl)c2C)c(C)c1Cl
    x, -2, 95, 93, x, x, 102, x, 101
CC(=O)OC1CCC(OC(C)=O)c2c1n([O-])c(C)c(C)[n+]2=O (stereo not drawn)
    8, -5, 105, 90, 0.9, 27, 114, 5, 104
CCOC(=O)N1CCC(NC(=O)C2CCN(C(=O)N3CC(C)Oc4ccc(C)cc43)CC2)CC1 (stereo not drawn)
    -18, -10, 93, 90, 1.2, 9, 126, 2, 108
COc1cc(CCC(=O)N2CCN(S(=O)(=O)c3ccc(C)c(C)c3)CC2)cc(OC)c1OC
    56*, -5, 87, 74, 0.4, -35, 112, 2, 85
Cc1ccc(S(=O)(=O)c2c(COC(=O)c3ccc(Cl)cc3)c(-c3ccccc3)nn2C)cc1
    67*, 4[fluorescence artefact?], 76, 41, 0.3, -17, 113, -5, 53
Cc1ccc(C(=O)Nc2nc3ccc(S(C)(=O)=O)cc3s2)s1
    -9, 14[fluorescence artefact?], 101, 38*, 1.1, -11, 122, 2, 85
CCCCC(=O)Oc1ccccc1C1SCc2cc(C)c(C)cc2CS1
    1, x, x, x, 1, 5, x, -6, x
C/C=C(\C)c1nnc(NC(=O)c2ccco2)s1
    3, -11, x, 97, 1, -55, 108, 13, 99
Cc1nc(NC2=NCN(Cc3ccccc3)CN2)nc2ccccc12
    -5, -11, 91, 81, 1, 3, 92, 1, 88
COc1cc(C2=NOC(C(=O)NCc3cccs3)C2)cc(OC)c1OC (stereo not drawn)
    23, -6, 58, 24*, 0.8, -14, 81, -1, 55
CCOc1ccc(NC(=O)c2oc3ccccc3c2NC(=O)C(C)C)cc1
    x, 4, 86, 87, x, x, 134, x, 88
CC1CCCCN1C(=O)c1ccccc1NC(=O)c1ccco1 (stereo not drawn)
    8, 0, 95, 95, 0.9, -19, 110, 1, 94
O=C1c2oc3ccc(Cl)cc3c(=O)c2C(c2ccccn2)N1CCCN1CCOCC1 (stereo not drawn)
    4, -4, 89, 93, 1, -48, 110, -2, 91
CC(=O)c1c(C)nc(C)nc1NC(=O)Cc1ccccc1
    x, 1, 98, 90, x, x, 105, x, 59
CN1C(=O)S/C(=C/c2cccnc2)C1=O
    -9, x, x, x, 1.1, -6, x, -3, x
O=C(COc1ccccc1Cl)N1CCN(c2ncccn2)CC1
    92*, 2[fluorescence artefact?], x, 85, 0.1, 15, 120, 2, 107
O=C(Nc1ccc(Cl)cc1F)c1ccc(COc2c(F)c(F)c(F)c(F)c2F)o1
    -3, 50, 107, 90, 1, -6, 72[fluorescence artefact?], -1, 105
O=C(N1CCOCC1)N1CCN(C(=O)N(c2ccccc2)c2ccccc2)CC1
    9, -4, 104, 101, 0.9, -6, 125, -2, 113
Cc1cc(C)n2ncc(C(=O)NCCc3ccccc3)c2n1
    15, 5, 101, 102, 0.9, 2, 121[fluorescence artefact?], -1, 98
Cc1ccc(-c2cc(NC(=O)CSc3n[nH]c(N)n3)n(-c3ccccc3)n2)cc1
    27, -4, 96, 82, 0.7, 44, 120, -4, 79
Cc1ccc(S(=O)(=O)Nc2ccc(S(=O)(=O)Nc3ncccn3)cc2)cc1
    27, 0, x, 101, 0.7, 10, 113[fluorescence artefact?], 0, 99
Cc1oc(CC(C)C)cc1C(=O)Nc1ccc(C(=O)O)cc1
    -1, 2, 96, 83, 1, 2, 125, 2, 96
COc1ccc(C(=O)N2CCCC2)cc1S(=O)(=O)N1CCC(C)CC1
    47, -5, 92, 92, 0.5, -2, 117, 0, 90
Cn1c(=O)c2c(ncn2CC(=O)Nc2ccccc2)n(C)c1=O
    9, -9, 92, 102, 0.9, 6, 95, -1, 93
CSc1nc2sc3c(c2c(=O)n1C)CCCC3
    -1, 4[fluorescence artefact?], 96, 90, 1, 15, 100, 0, 91
CCNC(=O)C1CN(S(=O)(=O)c2ccccc2)CCN1S(=O)(=O)c1ccccc1 (stereo not drawn)
    16, 4, 97, 96, 0.8, -6, 108, 0, 95
COC(=O)Cn1cc(C(=O)c2ccco2)c2ccccc21
    6, -10, 101, 80, 0.9, -6, 106, -1, 91
Cc1cc(N2CCOCC2)ccc1/C=C1\NC(=O)N(CC(=O)Nc2ccccc2C)C1=O
    6, x, x, x, 0.9, 8, x, -2, x
CC(C)Cn1c(N2CCN(C(=O)c3cccs3)CC2)nc2ccccc21
    0, -5, 96, 81, 1, 2, 122, -3, 103
O=C1CCCN1CCNC(=S)Nc1ccccc1
    19, 23, 103, 101, 0.8, 1, 69, 1, 86
CCn1c(SCC(=O)NCc2ccccc2)nc2c(c1=O)SC(C)C2 (stereo not drawn)
    30, -6, 95, 87, 0.7, -17, 107, 2, 92
CCN(CC)C(=O)c1sc(NC(=O)c2ccc3c(c2)OCO3)c(C#N)c1C
    6, 2, 100, 94, 0.9, -19, 118, 1, 93
CN(C)S(=O)(=O)N1CCC(CCCC2CCN(S(=O)(=O)N(C)C)CC2)CC1
    -13, 3, 111, 97, 1.1, 17, 85, 4, 97
CCOC(=O)CSc1nc2ccccc2c(=O)n1CC
    24, -3, 99, 90, 0.8, 1, 105, 0, 100
CCN1C(c2ccccc2)=C(c2ccccc2)S/C1=C\C=C1/SC(=S)N(C)C1=O
    x, -8, 85, 63, x, x, 118, x, 96
O=C(NCCc1nc2ccccc2[nH]1)Nc1ccccc1
    43, -4[fluorescence artefact?], 100, 89, 0.6, 1, 104, 7, 97
CC1CCCCC1NC(=O)c1ccc(N2CCCC2=O)cc1 (stereo not drawn)
    0, 0, 98, 105, 1, -10, 132, 4, 103
C/C(N)=C(/C#N)C(=O)CSc1ncnc2ccccc12
    71*, 43[fluorescence artefact?], 100, 73, 0.3, -12, 51[fluorescence artefact?], 2, 86
COC(=O)c1cc(NC(=O)CC2C(=O)NCCN2C(=O)c2ccc(F)cc2)cc(C(=O)OC)c1 (stereo not drawn)
    9, 7, 109, 80, 0.9, -8, 82, -1, 101
Cn1c(SCC(=O)Nc2ccc3cn[nH]c3c2)nnc1-c1cnccn1
    23, 10, 100, 88, 0.8, -4, 90[fluorescence artefact?], 1, 90
O=C(C1CCCCN1S(=O)(=O)c1ccccc1)N1CCN(C(c2ccccc2)c2ccccc2)CC1 (stereo not drawn)
    23, 1, 89, 72, 0.8, -2, 114, 22, 79
